# cardiac RTF act: increases calcium sensitivity of human cardiac regulated thin filaments; 0.24% of 340,000 active; P19429+P45379; activation, % at 7.2 µM; IANBD-labeled TnC RTF fluorescence at EC20 calcium; 0% EC20 calcium, 100% full calcium;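 active = activation above the mean over all tested compounds plus 3 SD, cut at about 30% in these data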;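 also: rise in fluorescence read as greater calcium sensitivity of cardiac thin filaments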
# HTR5A inv ag: counter-screen for OPRM1-OPRD1 inverse agonists: human HTR5A inverse agonism; AID 504634; HTR5A cell line, luminescence; inhibition, % at 9.3 µM; P47898; 0.083% of 340,000 active; in the data active = inhibition mostly above about 23%, no sharp cut-off; inactive = mostly below about 18%;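 also: 0% = cells with DMSO and 100% = no-cell wells with DMSO; some compounds called inactive have numbers as strong as hits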
# V-ATPase pHluor: yeast V-ATPase proton transport regulation by pHLuorin | S. cerevisiae, pHLuorin cytosolic pH fluorescence | response, % at 10 µM | 0.37% of 350,000 active | AID 504577; in the data active = response mostly above about 7.3%, no sharp cut-off; inactive = mostly below about 5.4%; also: actives read high; inactives centre near 0; some compounds called inactive have numbers as strong as hits; reference of the scale not given here
# Keap1 Nrf2 FP: Keap1-Nrf2 (human) interaction inhibition; inhibition, % at 9.4 µM; Keap1 Kelch-Nrf2 peptide fluorescence polarization, 1536-well; AID 504523; 0.15% of 340,000 active; Q14145; in the data active = inhibition above about 12%;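 also: human Keap1 Kelch domain with fluorescein labeled Nrf2 9mer peptide probe; 0% = neutral control wells and 100% = peptide positive control; higher means more block of Keap1 binding to Nrf2 peptide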
# OPRM1-OPRD1 inv: inverse agonists of human mu-delta opioid receptor heterodimerization; P35372+P41143; cell-based MOR-DOR heterodimer luminescence, inverse agonism; inhibition, % at 9.3 µM; 0.21% of 340,000 active; in the data active = inhibition above about 22%, passing the limit was not always enough;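 also: 0% = cells with DMSO and 100% = wells without cells with DMSO; values of inactives mirror those of a sister screen read the other way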
# Target sequence (P35372 whole entry, looked up): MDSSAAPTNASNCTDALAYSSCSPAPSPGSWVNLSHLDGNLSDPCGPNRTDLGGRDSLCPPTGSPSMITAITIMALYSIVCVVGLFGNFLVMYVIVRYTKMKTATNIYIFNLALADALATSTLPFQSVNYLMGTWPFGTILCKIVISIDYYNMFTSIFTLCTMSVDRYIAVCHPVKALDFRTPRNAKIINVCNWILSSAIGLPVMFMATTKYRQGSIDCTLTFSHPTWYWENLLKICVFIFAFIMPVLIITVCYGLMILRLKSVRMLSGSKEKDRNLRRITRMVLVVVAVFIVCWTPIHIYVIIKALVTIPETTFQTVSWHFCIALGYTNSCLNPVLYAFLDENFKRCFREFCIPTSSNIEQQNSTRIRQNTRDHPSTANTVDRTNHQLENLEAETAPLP
# Target sequence (P41143 whole entry, looked up): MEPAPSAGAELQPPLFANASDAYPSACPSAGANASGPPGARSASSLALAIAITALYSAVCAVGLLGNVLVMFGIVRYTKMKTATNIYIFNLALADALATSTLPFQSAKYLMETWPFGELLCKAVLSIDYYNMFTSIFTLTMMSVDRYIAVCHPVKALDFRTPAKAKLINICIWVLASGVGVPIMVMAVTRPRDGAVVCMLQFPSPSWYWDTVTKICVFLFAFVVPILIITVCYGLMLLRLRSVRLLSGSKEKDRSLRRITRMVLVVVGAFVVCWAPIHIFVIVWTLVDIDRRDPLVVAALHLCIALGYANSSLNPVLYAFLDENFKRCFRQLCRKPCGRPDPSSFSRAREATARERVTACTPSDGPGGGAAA
# HTR5A ag: HTR5A agonism, opioid heterodimer counter-screen | AID 504692 | HTR5A agonist assay, luminescence, cell-based | 0.61% of 340,000 active | activation, % at 9.3 µM | P47898; in the data active = activation mostly above about 9.5%, no sharp cut-off; inactive = mostly below about 7.6%;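 also: 0% = cells with vehicle only and 100% = reference agonist; strong numbers were not always called active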
# Cardiac RTF inh: cardiac RTF calcium desensitization | 0.12% of 340,000 active | IANBD-labeled cardiac RTF, Ca2+ fluorescence | P19429+P45379 | inhibition, % at 7.15 µM;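 active = inhibition above the mean inhibition of all tested compounds plus 3 SD, cut at about 17% in these data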;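 also: assay run at fixed EC70 calcium of 1.6 mM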
# MOR-DOR ag: agonists of human mu-delta opioid receptor heterodimerization. AID 504326. cells, OPRM1-OPRD1 heterodimerization, luminescence. P35372+P41143. activation, % at 9.3 µM. 0.3% of 340,000 active; in the data active = activation above about 18%;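 also: 0% = vehicle-treated cells and 100% = reference agonist; values of inactives mirror those of a sister screen read the other way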
# C-LANA FP: KSHV C-LANA DNA binding inhibition; MBP-C-LANA/FAM-LBS DNA binding, fluorescence polarization; inhibition, % at 9 µM; 0.078% of 340,000 active; AID 504423;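 active = highest replicate inhibition at or above 60% at 9 µM, even if other replicates fall short; inactive = all replicates below 60% inhibition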;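 also: 0% = neutral control wells and 100% = 4 µM acridine orange control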
# CAL-PDZ inh HTS: blocks peptide binding to the human CAL PDZ domain. Q9HD26. 0.92% of 300,000 active. inhibition, % at 24.9 µM. purified CAL PDZ, TMR-peptide fluorescence polarization, 1 h;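 active = mean inhibition of at least 30% with at least half of replicates also reaching 30%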;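 also: 0% = DMSO neutral control and 100% = excess unlabeled competitor peptide PRC23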
# * hit, by the source's call; x = no result given.
SMILES,cardiac RTF act,HTR5A inv ag,V-ATPase pHluor,Keap1 Nrf2 FP,OPRM1-OPRD1 inv,HTR5A ag,Cardiac RTF inh,MOR-DOR ag,C-LANA FP,CAL-PDZ inh HTS
COc1ccc(-c2csc(NC(=O)c3ccc(S(=O)(=O)N4CCc5ccccc5C4)cc3)n2)c(OC)c1,-1,7,-5,-6,-8,-3,0,1.2,-1.3,-5
O=C(N1CCN(Cc2ccccc2)CC1)C(Cl)(Cl)Cl,-2,-8,1,-2,-19,3,7,3.2,-0.7,-3
COc1ccc2cc(C(=O)NCC3CCCO3)[nH]c2c1 (stereo not drawn),-2,-13,-2,1,17,3,8,-3.0,5.5,-4
COc1ccc(OC)c(CNS(=O)(=O)c2cc(-c3cc(C)no3)ccc2OC)c1,-7,9,0,-5,14,-2,3,-2.7,-1.4,-3
CC1(c2ccc(OC(F)F)cc2)NC(=O)N(/N=C/c2c(O)ccc3ccccc23)C1=O (stereo not drawn),9,-17,2,-4,-21,5,-10,4.0,-1.7,1
CSc1ccccc1C(=O)NCCCOC(C)C,-4,4,-3,0,10,-1,-11,-1.9,1.6,0
Cc1ccn(CC(=O)N2CCCC(N3CCN(Cc4ccc5c(c4)OCO5)CC3)C2)n1 (stereo not drawn),-5,9,1,-1,12,1,-1,-2.1,0.3,7
CCCCn1c(CNC(=O)C23CC4CC(CC(C4)C2)C3)nnc1SC(C)CC (stereo not drawn),5,-20,-2,3,-15,0,-6,2.8,1.5,-5
CCCOc1ccc(OC(=O)Cc2ccc(OC)c(S(=O)(=O)N3CCOCC3)c2)cc1,-5,19,5,x,9,-7,-1,-1.8,x,-2
CC(C)NC(=O)CC(=O)NN=C1CCCCC1,1,-11,0,4,3,4,0,-0.5,-0.8,-7
COc1ccc(CNc2nc(NCc3ccc(OC)cc3)n(C(=O)c3ccncc3)n2)cc1,-2,-9,2,-3,5,5,3,-1.1,1.0,8
CC(C)(C)SCCNC(=O)c1cccc([N+](=O)[O-])c1,2,15,-4,1,8,2,5,-1.5,-3.2,-2
O=C(CSCc1ccc([N+](=O)[O-])cc1)NC1CC1,6,4,-4,4,3,0,-5,-0.6,0.4,-2
O=C(C1CCC1)N1CCc2cc(S(=O)(=O)NCC3COc4ccccc4O3)ccc21 (stereo not drawn),1,-2,-1,3,6,4,-18,-1.1,0.6,3
COc1ccc(OCc2nnc(SCC(=O)O)n2N)cc1,7,-9,1,-3,4,2,-9,-0.7,-1.2,-5
O=C(NCc1cccnc1)c1ccc(=O)oc1,3,3,3,-3,14,-1,2,-3.2,-0.4,2
CN1C(=O)C(CC#N)(C2(CC#N)C(=O)N(C)c3ccccc32)c2ccccc21 (stereo not drawn),-6,-4,-2,-3,9,1,-6,-1.9,-0.1,4
O=C(Nc1cccc(-c2nc3ncccc3o2)c1)c1cc2ccccc2o1,-8,-32,-1,-7,15,3,4,-3.0,1.7,1
CCn1c(SCC(=O)NCc2ccccc2)nc2c(c1=O)SC(C)C2 (stereo not drawn),-1,0,-3,-1,13,0,-6,-2.6,1.4,-10
Cc1nn(Cc2cccc(C(=O)Nc3ccn(Cc4ccccc4)n3)c2)c(C)c1[N+](=O)[O-],10,13,4,-1,-9,2,-1,1.6,2.3,0
CCN(CC)c1ccc(/C=N\NC(=O)c2cccc3cc[nH]c23)cc1,-1,9,1,-2,23,1,3,-4.7,1.3,-2
Cn1c(=O)c2c(nc(SCCN3CCCCC3)n2Cc2ccccc2)n(C)c1=O,-4,4,2,-5,5,-2,1,-0.9,-0.5,-1
O=C(NCc1ccc(Cl)cc1)c1ccc(-n2cccn2)nc1,3,-4,-4,-1,4,2,-8,-0.7,-0.6,-6
CSc1nc2ccc(S(N)(=O)=O)cc2s1,2,13,0,-6,7,2,-13,-1.3,-0.4,-2
O=C(O)c1csc(-c2cccs2)n1,2,-23,2,0,10,-1,-5,-2.0,0.9,18
Cc1[nH]c2ccccc2c1/C=C(\C#N)C(=O)NCc1ccccc1,-4,7,0,-2,0,4,-3,0.0,-0.1,-1
CCOCCCNC(=O)c1ccc(CS(=O)(=O)Cc2cccc(C)c2)o1,-1,5,0,2,8,-1,2,-1.4,0.4,-4
CCC(=O)NC(=S)Nc1cccc(NC(=O)CC)c1,-2,3,1,-6,19,0,4,-4.6,1.8,-2
CC(C)c1ccccc1OCC(=O)Nc1nnc(C2CC2)s1,-2,-5,-9,-2,-9,0,2,1.4,2.9,-1
CCCNC(=S)N1CCC(c2nc3cc(C)c(C)cc3[nH]2)CC1,3,5,-1,-3,14,-2,-7,-2.5,-0.2,0
O=C(O)C1C2C=CC(O2)C1C(=O)NCCC1=CCCCC1 (stereo not drawn),2,-15,0,-7,-2,6,-19,0.3,1.5,-4
COc1ccc(C[C@H]2c3cc(O)c(OC)cc3CC[N+]2(C)[O-])cc1O (stereo partly drawn),-4,-17,0,-6,11,7,-20,-2.0,-2.2,0
N=c1c(C(=O)NC2CCCC2)cc2c(=O)n3ccccc3nc2n1CCN1CCOCC1,6,-5,5,-4,11,-5,-19,-2.0,0.0,0
COc1ccc(Br)cc1CN1CCN(Cc2c[nH]c3ccccc23)CC1,0,2,2,2,-9,0,0,1.9,1.7,-10
O=C(O)CCCC(=O)OCCc1cc2ccccc2c(=O)o1,11,7,0,-6,16,6,1,-2.8,1.4,-1
O=C(C1CCN(c2nnc(-n3cccc3)s2)CC1)N1CCOCC1,-2,-5,-4,0,14,2,-3,-2.7,0.3,x

# Entries of single compounds from above. Screens in order: cardiac RTF act	HTR5A inv ag	V-ATPase pHluor	Keap1 Nrf2 FP	OPRM1-OPRD1 inv	HTR5A ag	Cardiac RTF inh	MOR-DOR ag	C-LANA FP	CAL-PDZ inh HTS
# COc1ccc2cc(C(=O)NCC3CCCO3)[nH]c2c1 (stereo not drawn) reads -2	-13	-2	1	17	3	8	-3.0	5.5	-4
# O=C(Nc1cccc(-c2nc3ncccc3o2)c1)c1cc2ccccc2o1 reads -8	-32	-1	-7	15	3	4	-3.0	1.7	1
# O=C(N1CCN(Cc2ccccc2)CC1)C(Cl)(Cl)Cl reads -2	-8	1	-2	-19	3	7	3.2	-0.7	-3

# Next compounds.
SMILES,cardiac RTF act,HTR5A inv ag,V-ATPase pHluor,Keap1 Nrf2 FP,OPRM1-OPRD1 inv,HTR5A ag,Cardiac RTF inh,MOR-DOR ag,C-LANA FP,CAL-PDZ inh HTS
Cc1csc(NC(=O)Cc2ccc(Br)cc2)n1,0,-8,1,-5,-6,-8,-6,1.3,-1.0,-6
O=C(CSc1cccc(C(F)(F)F)c1)Nc1nnc(C2CC2)s1,10,-9,4,-7,-9,4,-6,2.3,-0.4,-1
COCC1CCCN(C(=O)c2ccc3oc(Cc4ccc(Cl)cc4)nc3c2)C1 (stereo not drawn),-4,13,-2,-1,5,-6,-8,-1.0,-0.7,x
CCn1c(SCc2nc3sc(C(=O)O)c(C)c3c(=O)[nH]2)nc2ccccc21,-18,-12,-3,-7,-6,1,-1,1.0,59,-11
O=C(CN1CCN(Cc2ccccc2)CC1)c1ccc(Br)cc1,6,12,-2,-1,3,-2,-7,-0.5,1.4,x
CC1Cc2ccccc2N1c1ncnc2nc[nH]c12 (stereo not drawn),-4,-25,0,-4,-15,9,-6,2.9,-0.2,x
O=C(CSc1ccc(-c2cccnc2)nn1)c1ccc([N+](=O)[O-])cc1,-3,-7,3,-1,-15,2,8,2.8,-0.3,-1
O=C(/C=C/c1cccs1)Nc1ccc(N2CCOCC2)c(S(=O)(=O)Nc2cc(Cl)ccc2Cl)c1,4,38,2,-9,-2,1,-11,0.4,0.4,-2
CCOC(=O)c1c(C)[nH]c(C)c1C(=O)CSc1nc2ccccc2n1CCOC,6,18,-2,-3,12,-4,-6,-2.8,2.9,-3
CCOc1ncccc1C(=O)Nc1ccc2c(c1)OCO2,-4,15,-4,0,6,-6,8,-1.3,-1.4,5
CCOc1[nH]n(-c2ccc(Cl)cc2)c(=O)c1C=Nc1ccc(OC)cc1,10,-27,0,-4,15,3,-6,-2.7,-0.9,0
CCc1ccc2[nH]c(=O)c(CN(Cc3ccccc3OC)C(=O)Nc3ccccc3OC)cc2c1,0,-30,-5,-1,-20,4,-1,3.8,-1.6,-1
C[C@]12CC[C@@H]3c4ccc(O)cc4CC[C@H]3[C@@H]1CC[C@@H]2OC(=O)CCC1CCCC1,1,-2,10,2,-1,7,5,0.2,2.1,0
COc1cc(C2C(C#N)=C(N)N(Nc3ccccc3)C3=C2C(=O)CC(C)(C)C3)ccc1OCc1ccccc1 (stereo not drawn),-4,5,-3,-5,-4,1,2,0.8,-0.4,0
CC(=O)c1ccc(Sc2ccc(C(C)=O)cc2)cc1,3,-5,0,0,15,-1,-4,-3.4,-0.6,0
COc1ccc(CCC(=O)Nc2ccc(OC)c(S(=O)(=O)N3CCCCC3)c2)cc1OC,-2,-2,-6,-7,3,1,-1,-0.8,0.0,-3
CN(CC(=O)Nc1ccccc1Cl)C(=O)COC(=O)c1cc(S(=O)(=O)N(C)C)ccc1N1CCCC1,4,11,1,-6,2,-4,-4,-0.4,-1.9,-3
Cc1ccc(C(=O)NC2CCN(S(=O)(=O)c3ccccc3F)CC2)cc1,3,3,7,-4,-5,-1,-8,0.9,0.4,-6
COc1ccc2sc(N(CCCN(C)C)C(=O)c3ccc(C(=O)c4ccccc4)cc3)nc2c1,-3,-2,4,-6,-9,-6,1,1.4,-1.8,x
CN(C(=S)Oc1ccc(C(=O)Nc2ccccc2)cc1)c1ccccc1,-1,-12,-2,3,-1,5,-6,0.3,-0.9,x
C/C(=N/NC(=O)c1ccccn1)c1c[nH]c2ccccc12,12,-16,0,-2,4,5,-13,-0.8,-1.3,x
O=C(Nc1nc(-c2ccc(F)cc2)cs1)c1ccc(N2C(=O)CCC2=O)cc1,10,-24,-2,-5,-66,8,-2,13,1.4,x
COCCN(Cc1cc2ccc(C)cc2n2nnnc12)Cc1nnnn1C(C)(C)C,0,1,0,-1,17,7,3,-4.0,-0.3,x

# Filtered by structure: the compounds so far with a COOH group.
SMILES,cardiac RTF act,HTR5A inv ag,V-ATPase pHluor,Keap1 Nrf2 FP,OPRM1-OPRD1 inv,HTR5A ag,Cardiac RTF inh,MOR-DOR ag,C-LANA FP,CAL-PDZ inh HTS
COc1ccc(OCc2nnc(SCC(=O)O)n2N)cc1,7,-9,1,-3,4,2,-9,-0.7,-1.2,-5
O=C(O)c1csc(-c2cccs2)n1,2,-23,2,0,10,-1,-5,-2.0,0.9,18
O=C(O)C1C2C=CC(O2)C1C(=O)NCCC1=CCCCC1 (stereo not drawn),2,-15,0,-7,-2,6,-19,0.3,1.5,-4
O=C(O)CCCC(=O)OCCc1cc2ccccc2c(=O)o1,11,7,0,-6,16,6,1,-2.8,1.4,-1
CCn1c(SCc2nc3sc(C(=O)O)c(C)c3c(=O)[nH]2)nc2ccccc21,-18,-12,-3,-7,-6,1,-1,1.0,59,-11

# Rows were taken by chance. About 2.8% of those tested had a hit in this group.
